UTI89 phage lysis: inhibition of K1F phage lysis, E. coli UTI89, bacterial capsule biogenesis inhibitors, alamar blue (AID 488966) | E. coli UTI89 K1F phage lysis, alamar blue, 2 h; higher % means a stronger effect | inhibition, % at 100 µM; hits with a dose series show IC50 in µM | 0.02% of 340,000 active;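 active = phage lysis inhibition, versus mean bacterial control, above a set limit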;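 also: capsule biogenesis inhibitors block K1F phage lysis so surviving cells raise fluorescence; higher fluorescence means more inhibition of phage lysis; actives were called in the ten point dose series up to 300 µM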
GPR55 antagonists: GPR55 antagonists blocking LPI-driven arrestin recruitment, primary screen, imaging, U2OS, beta-arrestin-GFP, LPI agonist (AID 2013). G-protein coupled receptor 55 (Homo sapiens). U2OS GPR55 beta-arrestin-GFP translocation imaging, LPI antagonism; higher % means a stronger effect. inhibition, % at 10 µM, or IC50 in µM where a hit was titrated. 0.13% of 290,000 active;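 active = spots per cell inhibited over 60%, with over 100 cells counted and total cytoplasm intensity under 500,000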;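 also: U2OS cells stably carrying GPR55 and arrestin-GFP stimulated by 5 µM LPI near EC80; imaged beta-arrestin-GFP aggregate spots per cell after agonist stimulation; plate controls were LPI-stimulated DMSO wells for no effect and DMSO wells without LPI for full effect; some results filed as inactive read as strong as hits; confirmed hits need IC50 under 10 µM and bright autofluorescent wells are also inconclusive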
Dengue-2 NS5 capping: Dengue-2 NS5 methyltransferase inhibitors, primary screen, biochemical, confirmation dose response (AID 588689). Dengue-2 NS5 methyltransferase capping enzyme assay, biochemical; higher % means a stronger effect. inhibition, % at 25 µM, or IC50 in µM where a hit was titrated. 0.3% of 340,000 active; in the data active = a potency from the dose series
NTR1 ag: agonists of NTR1, primary screen, imaging, U2OS cells, beta-arrestin-GFP, high content (AID 493036). 0.17% of 330,000 active. activation, % at 20 µM. NTR1-U2OS beta-arrestin-GFP spot imaging, agonist mode;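 active = activation at or above 40% of the spot to cytoplasm intensity ratio, with at least 20 cells analyzed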;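 also: 0% = DMSO without peptide and 100% = 100 nM NTR1 peptide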
Target sequence (P30989 whole entry, looked up): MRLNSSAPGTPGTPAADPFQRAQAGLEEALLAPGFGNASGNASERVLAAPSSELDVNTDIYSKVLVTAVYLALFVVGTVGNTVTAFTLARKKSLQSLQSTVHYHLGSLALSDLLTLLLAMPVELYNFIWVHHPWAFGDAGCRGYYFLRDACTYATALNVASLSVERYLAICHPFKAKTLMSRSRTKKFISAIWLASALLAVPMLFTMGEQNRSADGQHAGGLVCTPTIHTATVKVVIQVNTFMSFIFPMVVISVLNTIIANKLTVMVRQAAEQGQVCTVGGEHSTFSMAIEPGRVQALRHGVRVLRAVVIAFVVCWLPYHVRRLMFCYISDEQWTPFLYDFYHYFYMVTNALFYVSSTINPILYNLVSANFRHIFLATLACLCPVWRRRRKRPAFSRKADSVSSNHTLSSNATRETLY
HIV peptide binding: inhibitors of HIV fusion peptide binding, primary screen, biochemical, uHTS, fluorescence dequenching (AID 1986); cell-free peptide binding, fluorescence dequenching, 30 min; higher % means a stronger effect; inhibition, % at 20 µM; hits with a dose series show IC50 in µM; 0.3% of 290,000 active; in the data active = inhibition mostly above about 52%, no sharp cut-off; inactive = mostly below about 76%; also: some results filed as inactive read as strong as hits
SIAH1 antagonists: Siah-1 peptide-binding antagonists, primary screen, biochemical, fluorescence polarization, rhodamine-plectin, uHTS (AID 1817); displacement, % at 20 µM; hits with a dose series show IC50 in µM; 0.02% of 290,000 active; Siah-1 / rhodamine-plectin peptide fluorescence polarization; higher % means a stronger effect; E3 ubiquitin-protein ligase SIAH1 (Homo sapiens);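 active = displacement of at least 50% at 20 µM, with a fluorescence ratio check between 0.3 and a set limit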;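 also: plate controls were Siah plus tracer with DMSO for no effect and tracer alone without Siah for full effect; strong numbers were not always called active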
AID2073: inhibitors of Mint1-CaV2.2 protein interaction, biochemical, HTRF (AID 2073); Voltage-dependent N-type calcium channel subunit alpha-1B (Homo sapiens); HTRF protein-protein interaction, Mint1-CaV2.2; higher % means a stronger effect; inhibition, % at 20 µM, or IC50 in µM where a hit was titrated; 0.19% of 290,000 active; in the data active = inhibition mostly above about 51%, no sharp cut-off; also: some results filed as inactive read as strong as hits
GPR55 beta-arrestin: GPR55 agonists via beta-arrestin recruitment, primary screen, imaging, U2OS cells, beta-arrestin-GFP redistribution (AID 1961); U2OS GPR55 beta-arrestin-GFP redistribution imaging; higher % means a stronger effect; one-dose activation, % at 10 µM; EC50 in µM for titrated hits; 0.048% of 290,000 active;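 active = activation above 40% with more than 50 cells counted in the well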;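 also: U2OS osteosarcoma cells stably expressing GPR55 and beta-arrestin-GFP; plate controls were DMSO negative control for no effect and LPI positive control for full effect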
GPR35 antagonists: GPR35 antagonists blocking zaprinast-driven arrestin recruitment, primary screen, imaging, U2OS, beta-arrestin-GFP, zaprinast agonist (AID 2058) | G-protein coupled receptor 35 (Homo sapiens) | U2OS GPR35 beta-arrestin-GFP translocation imaging, zaprinast antagonism; higher % means a stronger effect | inhibition, % at 10 µM; hits with a dose series show IC50 in µM | 0.052% of 290,000 active;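 active = inhibition of at least 50% with at least 30 cells and total cytoplasm GFP at most 10,000,000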
NTR1 ag cell count 20 µM: recorded beside NTR1 ag, whose call it bears; cell count; measured here: cell count, cytotoxicity flag
* marks the source's active call; other numbers are inactive results; x = no result given; [ ] = remark or other dose. Not a hit list, and some 1.2% of all compounds hit somewhere here.

Values run as follows: UTI89 phage lysis	GPR55 antagonists	Dengue-2 NS5 capping	NTR1 ag	NTR1 ag cell count 20 µM	HIV peptide binding	SIAH1 antagonists	AID2073	GPR55 beta-arrestin	GPR35 antagonists
> Cc1ccc(C(=O)C[n+]2ccccc2C)cc1[N+](=O)[O-]
 : 1.2%	7%	x	2.9	78	1.6%	-2%	4%	-0.1%	18%
> COc1ccccc1C(=O)N1CCN(C(=O)Cc2ccccc2)CC1
 : 0.1%	10%	-2%	0.0	58	-1.2%	5%	-8%	0.5%	-19%
> COc1cc(CN2CC(=O)N(c3ccccc3Cl)C2=S)cc(OC)c1OC
 : 3.4%	-5%	-2%	4.9	79	-0.6%	-1%	-14%	-0.1%	-3%
> O=[N+]([O-])c1ccc2nc(NCCCO)nc(-c3ccccc3)c2c1
 : 0.2%	8%	3%	0.9	43	-3.4%	-2%	-1%	-0.2%	20%
> Cc1ccc(C(=O)Nc2cccc(C(=O)N3CCOCC3)c2)cc1Cl
 : -0.1%	2%	-4%	2.4	49	-0.1%	9%	7%	-0.1%	-7%
> COc1cc(CC(=O)Nc2ccc3c(c2)CCC3)cc(OC)c1OC
 : 2.7%	-1%	2%	0.2	58	0.6%	5%	-6%	-0.1%	-14%
> N#Cc1c(C(F)(F)F)cc(C2CC2)[nH]c1=O
 : 0.0%	2%	-1%	1.4	55	4.4%	2%	6%	0.3%	12%
> Cc1ccc(NC(=O)C2CCCN2S(=O)(=O)c2ccc3c(c2)n(C)c(=O)c(=O)n3C)cc1 (configuration not stated)
 : 0.2%	1%	9%	1.5	63	1.3%	4%	-9%	0.3%	-19%
> Cc1cc(NC(=O)c2ccc(NC(=O)C(C)C)cc2)no1
 : -0.1%	0%	-2%	-1.3	46	0.6%	0%	-8%	-0.1%	7%
> Cc1cccc(C(=O)N[C@H](C(=O)NCCc2ccc(S(N)(=O)=O)cc2)C(C)C)c1
 : 0.2%	14%	-4%	-0.4	53	1.9%	-1%	-6%	0.3%	-10%
> CCOC(=O)C1(Cc2cccc(F)c2)CCN(C2CCOCC2)CC1
 : -0.1%	1%	-7%	2.2	53	-1.5%	12%	-1%	-0.2%	18%
> O=C(COc1ccc(-c2ccccc2)cc1)N/N=C/c1cccnc1
 : 0.0%	-10%	-5%	2.5	64	-0.5%	10%	-2%	0.2%	55%
> Cc1ccc(S(=O)(=O)N2CCN(C(=O)CC(C)n3cncn3)CC2)cc1C (configuration not stated)
 : -0.9%	-1%	-5%	3.0	35	-0.4%	1%	6%	0.1%	6%
> O=C(O)c1n[nH]c2c1CCCCC2
 : 0.1%	4%	-5%	2.3	48	2.2%	4%	9%	-0.2%	-6%
> COc1cccc(/C=C(/C(=O)OCC(N)=O)c2ccccc2)c1
 : 0.2%	-2%	-9%	1.6	40	-1.1%	-1%	2%	-0.3%	6%
> Cc1ccc(/C=N/NC(=O)CSc2nc3ccccc3n2C)s1
 : 0.2%	x	-3%	0.9	64	-1.3%	3%	8%	0.0%	12%
> COc1ccc2nc(NCCNC(=S)NCCCN3CCOCC3)c(C#N)cc2c1
 : 0.3%	-2%	4%	-0.2	38	5.3%	-10%	-7%	0.1%	1%
> O=C(Nc1cccn(Cc2ccc(F)cc2)c1=O)NC1CCCCC1
 : 0.3%	-3%	-2%	-2.5	86	1.3%	0%	2%	0.6%	13%
> C=CCNC(=O)CCCOc1cc(C)ccc1C
 : 0.3%	-21%	-4%	-0.4	66	0.3%	-1%	3%	-0.1%	-12%
> COc1ccc(/C(C)=N/N=C(N)N)c(O)c1
 : -0.1%	-1%	2%	1.4	64	-0.2%	-2%	6%	-0.3%	-9%

Next part, overlapping the part above by 2 compounds.
Values run as follows: UTI89 phage lysis	GPR55 antagonists	Dengue-2 NS5 capping	NTR1 ag	NTR1 ag cell count 20 µM	HIV peptide binding	SIAH1 antagonists	AID2073	GPR55 beta-arrestin	GPR35 antagonists
> C=CCNC(=O)CCCOc1cc(C)ccc1C
 : 0.3%	-21%	-4%	-0.4	66	0.3%	-1%	3%	-0.1%	-12%
> COc1ccc(/C(C)=N/N=C(N)N)c(O)c1
 : -0.1%	-1%	2%	1.4	64	-0.2%	-2%	6%	-0.3%	-9%
> C=CCn1c(=NC(=O)c2cc(-c3cccs3)nc3ccccc23)sc2cc(S(N)(=O)=O)ccc21
 : 1.5%[50 µM]	18%	3%	9.5	56	2.6%	11%	25%	0.2%	-13%
> N#Cc1ccccc1NC(=O)c1ccc2c(Cl)c3c(nc2c1)CCCC3
 : 0.1%	-12%	-7%	17	85	-1.6%	-2%	6%	-0.2%	-14%
> CCCCCCCNc1nc(Cl)nc(NCCO)n1
 : -0.2%	-3%	-7%	4.1	80	0.0%	-8%	2%	-0.1%	-10%
> C=CCOc1cccc(CNn2cn[nH]c2=S)c1
 : 1.7%	8%	-5%	1.6	50	1.4%	4%	-23%	-0.2%	-5%
> COc1cccc(CNC(=O)CC(NC(C)=O)c2ccccc2)c1 (configuration not stated)
 : -0.2%	5%	-2%	0.9	40	-1.0%	9%	-4%	0.9%	2%
> O=C(Nc1ccc2c(c1)OCCO2)c1cc(-c2ccccc2)nc2ccccc12
 : -0.1%	24%	7%	1.0	77	-0.4%	1%	9%	0.3%	2%
> O=C(Cc1ccc(Cl)cc1)OCc1nnc(-c2ccccc2)o1
 : 0.1%	4%	-5%	-0.3	73	-1.9%	3%	-1%	0.5%	-8%
> COc1ccc(CN2CCN(C(=O)CCC(=O)Nc3nnc(CC(C)C)s3)CC2)cc1F
 : 2.5%	-23%	2%	0.1	49	-0.1%	-6%	3%	-0.1%	-17%
> COc1ccc([N+](=O)[O-])cc1NC(=O)C(C)OC(=O)c1cccnc1Cl (configuration not stated)
 : -2.3%	11%	-8%	-0.4	66	-0.8%	-4%	-4%	-0.1%	6%
> CC(C)(C)c1ccc(C2(C)NC(=O)N(CC(=O)NCc3cccs3)C2=O)cc1 (configuration not stated)
 : -0.1%	4%	-13%	0.7	77	-1.8%	0%	3%	0.9%	6%
> COC(=O)CCn1[nH]c(=O)c2ccccc2c1=O
 : -1.2%	4%	-6%	-0.5	57	1.1%	-4%	4%	0.2%	-22%
> COc1ccc(CCNC(=O)Cn2cnc3c2c(=O)n(C)c(=O)n3C)cc1OC
 : -0.2%	18%	2%	0.6	84	-2.0%	0%	-8%	-0.1%	8%
> COc1ccc2ccccc2c1CN1CCN(C(=O)c2ccco2)CC1
 : 0.0%	-6%	7%	2.6	63	-0.3%	-3%	-7%	x	2%
> O=C(CSCc1ccc(Cl)c(Cl)c1)Nc1c[nH]c(=O)[nH]c1=O
 : 1.7%	0%	3%	2.8	47	2.2%	-2%	3%	0.2%	6%
> CCN(CC)CCCNC(=O)Cc1c(C(=O)O)n(C)c2ccccc12
 : 2.1%	0%	-6%	-1.5	89	2.2%	0%	-6%	0.4%	2%
> O=C1N=C(N2CCCC2)S/C1=C\C=C\c1ccccc1
 : -0.8%	0%	-5%	2.0	55	1.5%	10%	29%	-0.1%	2%
> Cc1c(C(=O)NN)sc(=S)n1C
 : 0.0%	0%	8%	2.9	51	-1.3%	-5%	7%	-0.1%	-16%
> COc1cccc(N2CCN(S(=O)(=O)c3cccc4nsnc34)CC2)c1
 : 0.6%	1%	5%	-1.1	75	-2.8%	-4%	-8%	-0.4%	-3%
> O=C(N/N=C/c1ccc(Br)s1)c1ccccn1
 : 3.4%[50 µM]	8%	-5%	-1.2	75	-0.7%	-3%	2%	-0.3%	4%
> CN1CCN(CCCNCc2cn(CCC#N)c3ccccc23)CC1
 : -0.2%	19%	-3%	-1.8	84	-0.4%	1%	-6%	-0.1%	7%
> CC(C)(C)c1ccc(S(=O)(=O)NCc2ccc(C(=O)N3CCOCC3)cc2)cc1
 : 2.3%	2%	3%	1.2	45	-2.5%	3%	-7%	-0.1%	-19%
> CN(C)S(=O)(=O)c1ccc(N2CCCC2)c(C(=O)NCC2CCCCC2)c1
 : -0.2%	13%	-4%	0.5	58	-0.2%	-2%	-5%	0.6%	-11%
> O=C(CC1SC(=O)N(Cc2cccc3ccccc23)C1=O)Nc1nccs1 (configuration not stated)
 : -0.3%	9%	-2%	2.2	83	-2.5%	1%	18%	-0.1%	11%
> COc1cc2cc(C(=O)N(C)C3CCS(=O)(=O)C3)[nH]c2cc1OC (configuration not stated)
 : -7.6%	5%	-4%	-0.3	62	-0.9%	0%	24%	0.4%	21%
> COc1cc(NC(=O)COc2ccccc2[N+](=O)[O-])ccc1NC(=O)c1cccs1
 : 0.1%	8%	-7%	x	x	-0.2%	3%	4%	-0.1%	0%
> Cc1nnc(SCC(=O)NCCc2ccccc2)s1
 : 0.4%	6%	8%	-0.3	81	1.1%	-1%	18%	-0.1%	6%
> O=C(CSc1nnc(-c2ccccc2Cl)o1)Nc1ccccn1
 : 0.0%	5%	-5%	-0.5	32	0.3%	1%	-1%	-0.1%	15%

Compounds shown so far with fluorine:
Values run as follows: UTI89 phage lysis	GPR55 antagonists	Dengue-2 NS5 capping	NTR1 ag	NTR1 ag cell count 20 µM	HIV peptide binding	SIAH1 antagonists	AID2073	GPR55 beta-arrestin	GPR35 antagonists
> N#Cc1c(C(F)(F)F)cc(C2CC2)[nH]c1=O
 : 0.0%	2%	-1%	1.4	55	4.4%	2%	6%	0.3%	12%
> CCOC(=O)C1(Cc2cccc(F)c2)CCN(C2CCOCC2)CC1
 : -0.1%	1%	-7%	2.2	53	-1.5%	12%	-1%	-0.2%	18%
> O=C(Nc1cccn(Cc2ccc(F)cc2)c1=O)NC1CCCCC1
 : 0.3%	-3%	-2%	-2.5	86	1.3%	0%	2%	0.6%	13%
> COc1ccc(CN2CCN(C(=O)CCC(=O)Nc3nnc(CC(C)C)s3)CC2)cc1F
 : 2.5%	-23%	2%	0.1	49	-0.1%	-6%	3%	-0.1%	-17%

High-throughput results from PubChem BioAssay.
